Compound activity as filed in PubChem BioAssay.
GLA spleen mod: alpha-galactosidase A (human) modulation; AID 2107; Potency, µM (titrated, usually from 80 µM), inactives show top-dose activity change, negative = inhibition, actives largely listed as inhibitors; actives 0.008% (n = 240,000); human spleen homogenate, 4MU-alpha-Gal fluorescence, 40 min;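 also: 0% = enzyme with vehicle and -100% = no enzyme basal signal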
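qHTS titration in buffer at pH 5.0. Alpha-galactosidase activity in spleen homogenate was measured via 4-methylumbelliferone release from 1 mM fluorogenic substrate after 40 min at 37C and a pH 10 stop. AC50 came from Hill fits of control-normalized data.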
Tau fluor cs: counter-screen for tau fibril formation inhibitors; tau K18 P301L Alexa594 fluorescence, heparin fibrillization; AID 1463; Potency, µM (doses to about 57.7 µM), without a hit: at the top dose activity change, negative = decrease; actives 0.93% (n = 280,000); also: % is scaled to controls: 0 for no effect and ±100 for the full control effect; nearly all actives have a fitted effect of over 55% in size
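Human tau K18 P301L (15 uM unlabeled, 0.24 uM Alexa 594-labeled) in 100 mM sodium acetate pH 7 with 20 uM heparin, 6 hr at 37 C. ThT 30 uM added, 1 hr ambient; Alexa 594 FP and total fluorescence read at 555/632 nm.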
GAA glycogen: GAA glycogen-cleavage inhibition or activation | AID 2100 | recombinant GAA, glycogen substrate, Amplex Red glucose oxidase fluorescence | Potency, µM (doses to about 76.4 µM), for inactives: top-dose activity change, negative = inhibition, usual class: inhibitors | actives 0.38% (n = 300,000) | P10253;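 also: 0% = full enzyme reaction and -100% = no-enzyme basal signal; the screen sought inhibitors and activators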
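Recombinant human enzyme (4 nM); glycogen substrate; 37 C, 40 min, pH 5.0. Readout: coupled glucose oxidase/Amplex Red fluorescence.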
ALDH1A1 block: inhibitors of human aldehyde dehydrogenase 1A1; P00352; Purified ALDH1A1, NADH fluorescence, propionaldehyde substrate; Potency, µM (titrated, usually from 75.3 µM), for the others: at the highest dose activity, negative = inhibition, actives largely listed as inhibitors; actives 7.3% (n = 220,000); AID 1030; active = well fitted inhibition curve with a large enough effect, not every such curve was filed as active; inconclusive = small, poorly fitted or top-dose-only effect, or another doubt; inactive = no such curve, though single readings can be large or run the other way;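 also: plate controls were no enzyme wells and a reference inhibitor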
Target sequence (P00352 whole entry, looked up): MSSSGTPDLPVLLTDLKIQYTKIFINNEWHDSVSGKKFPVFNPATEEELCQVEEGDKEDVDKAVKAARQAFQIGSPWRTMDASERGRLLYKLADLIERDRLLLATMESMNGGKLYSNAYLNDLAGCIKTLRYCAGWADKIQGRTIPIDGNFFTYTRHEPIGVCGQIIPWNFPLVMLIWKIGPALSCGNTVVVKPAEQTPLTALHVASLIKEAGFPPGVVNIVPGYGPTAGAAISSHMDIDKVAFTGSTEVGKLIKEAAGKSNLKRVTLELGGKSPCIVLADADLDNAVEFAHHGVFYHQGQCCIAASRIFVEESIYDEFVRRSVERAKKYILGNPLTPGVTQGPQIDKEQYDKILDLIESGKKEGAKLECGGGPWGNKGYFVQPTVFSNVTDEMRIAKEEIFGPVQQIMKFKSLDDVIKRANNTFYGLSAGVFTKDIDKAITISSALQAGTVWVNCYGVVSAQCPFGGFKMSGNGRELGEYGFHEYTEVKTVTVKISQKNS
aGlu spleen mod: lysosomal alpha-glucosidase (human) modulation; Potency, µM (series often up to 79.9 µM), for inactives: at the highest dose activity change, negative = inhibition, most hits filed as inhibitors; P10253; AID 2112; human spleen homogenate, 4-MU-alpha-glucoside fluorescence; actives 0.006% (n = 240,000);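 also: 0% = enzyme with vehicle and -100% = no enzyme basal signal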
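Enzyme source: human spleen homogenate, 1 ug/well. Buffer 50 mM citric acid/K phosphate pH 5.0, 0.01% Tween-20. 4-MU-alpha-glucoside 1 mM; 37 C x 40 min; NaOH/glycine stop; fluorescence.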
NPSR antagonist: blocks cAMP signaling of the human neuropeptide S receptor; Q6W5P4; CHO-NPSR cells, cAMP TR-FRET, antagonist mode; Potency, µM (series often up to 38.3 µM), inactives show top-dose activity change, negative = inhibition, usual class: inhibitors; actives 1% (n = 220,000); also: % is scaled to controls: 0 for no effect and ±100 for the full control effect; nearly all actives have a fitted effect of over 50% in size; many of its hits are not listed in these tables
Target sequence (Q6W5P4 whole entry, looked up): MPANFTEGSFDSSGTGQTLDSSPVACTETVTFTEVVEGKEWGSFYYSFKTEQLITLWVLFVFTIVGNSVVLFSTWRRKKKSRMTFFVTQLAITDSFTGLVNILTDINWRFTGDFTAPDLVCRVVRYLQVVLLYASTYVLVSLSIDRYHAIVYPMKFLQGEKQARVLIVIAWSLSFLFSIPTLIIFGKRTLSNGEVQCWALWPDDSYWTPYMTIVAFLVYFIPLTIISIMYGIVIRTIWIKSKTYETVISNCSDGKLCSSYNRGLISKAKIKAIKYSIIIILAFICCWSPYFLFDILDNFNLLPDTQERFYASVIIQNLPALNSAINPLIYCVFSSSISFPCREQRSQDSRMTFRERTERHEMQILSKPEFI
GAA inh: inhibitors of human lysosomal alpha-glucosidase | P10253 | purified human GAA, 4-MU-alpha-glucoside fluorescence | Potency, µM (top dose mostly 76.9 µM), for inactives: at the highest dose activity change, negative = inhibition, actives largely listed as inhibitors | actives 0.005% (n = 200,000) | AID 1466;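 also: plate controls were uninhibited enzyme wells for no effect and no-enzyme background for full effect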
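Endpoint fluorogenic read: 20 min room-temperature reaction of 4 nM human alpha-glucosidase with 400 uM 4-methylumbelliferyl-alpha-D-pyranoside, pH 5.0, quenched with 1M NaOH/1M glycine pH 10. AC50 from Hill modeling.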
Epigenetic derep: derepresses silenced GFP reporter in murine cells. actives 0.2% (n = 280,000). Potency, µM (titrated, usually from 53.9 µM), for the others: at the top dose GFP activation, hits mostly activators. AID 1865. murine LDR cells, GFP reporter derepression, 30 h; also: % of control where 0% means no effect; nearly all actives have a fitted effect of over 60% in size
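GFP-positive cell count by laser-scanning cytometry (objects 20–120 um) after 30 h, 37 C compound exposure of murine LDR cells; reporter is CMV-GFP integrated at a silenced locus, inducible by HDAC or DNMT inhibitors.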
* hit, by the source's call; u = inconclusive; x = no result given; & = joins results of further samples; [ ] = dose if it differs, or a comment. Unless noted, calls follow the shape of the dose curve; as a rule, active = well fitted curve in the direction sought with a large enough effect; inconclusive = small, poorly fitted or top-dose-only effect, or another doubt; inactive = no such curve, though single readings can be large; an effect the other way counts as inactive or inconclusive. Potency is read from the fitted curve at half-maximal effect. This is a subset; the hit share may differ from the screen's.

SMILES | GLA spleen mod | Tau fluor cs | GAA glycogen | ALDH1A1 block | aGlu spleen mod | NPSR antagonist | GAA inh | Epigenetic derep
CSc1nc(Oc2ccc3ccccc3c2)c2ccccc2n1 | 2.2% | -26.4% | -5.2% | u | 6.4% | -11.0%[46.1 µM] | -23.8% | 4.5%
Cc1ccc(C)c(OCCCC(=O)N2CCOCC2)c1 | 4.4% | -12.0% | -8.5% | -4.0% | 7.2% | -7.1% | 3.3% | 0.0%
Cc1cc(=O)[nH]c(SCc2nc3ccccc3s2)n1 | 0.3% | -2.0% | -6.5% | 2.4% | 0.2% | u | -6.8% | -4.6%
COc1cc(C2C(C#N)=C(N)Oc3c2oc(CO)cc3=O)cc(OC)c1OC (stereo unspecified) | 6.2% | -6.5% | -8.2% | 2.0% | 3.0% | -25.2%[7.67 µM] | -2.9% | -2.8%
Cc1ccc2[nH]c(=O)c(CN(C(=O)c3cccs3)c3ccccc3)cc2c1 | -0.2% | -4.9% | 6.6% | 5.2% | 1.3% | -17.0% | -0.9% | -1.0%
Cc1ccc(Cn2c(=N)c(C#N)cc3c(=O)n4cccc(C)c4nc32)cc1 | -2.5% | -1.2% | -8.7% | 3.8% | -5.6% | -15.1% | u | 13.9%
CCC(CC)C(=O)N1CC(=O)Nc2ccc(Br)cc2C1c1ccccc1 (stereo unspecified) | -2.0% | -7.9% | -8.6% | 0.8% | -8.4% | -21.6%[46.1 µM] | -9.5% | -0.8%
O=C(Nc1ccccn1)c1cc(-c2cccnc2)nc2ccc(Br)cc12 | u | -21.4% | 12.6% | 4.1% | -13.8% | u | 2.9% | u
CN(c1ccc(F)cc1)S(=O)(=O)c1ccc(Cl)c(C(=O)Nc2ccc3c(c2)CCC3)c1 | -0.2% | -16.4% | 5.5% | -4.7% | -4.0% | -29.8% | -5.4% | -1.0%
O=C(C[n+]1ccc(C(=O)N/N=C/c2ccc(Br)cc2)cc1)c1ccccc1 | 2.4% | u | u | 1.5% | -1.8% | -7.1%[46.1 µM] | -3.3% | 2.8%
COc1ccc(Br)cc1/C=C/C(=O)NCC(=O)O | 1.4% | -7.3% | -1.4% | u | 8.0% | 10.6% | -5.9% | 1.6%
Cc1nc(C)c(C(=O)C2=C(O)C(=O)N(CCN(C)C)C2c2cccs2)s1 (stereo unspecified) | -3.6% | 2.0% | 4.4% | u | -6.0% | 20.1%[46.1 µM] | -3.4% | -1.0%
CC(C)(C)c1cc(C(=O)NNc2ccc(OC(F)(F)F)cc2)n(Cc2ccccc2)n1 | -0.4% | -18.2% | u | u | 2.0% | 55.4% | -14.6% | 2.2%
O=C(Cc1ccc(S(=O)(=O)N2CCOCC2)s1)Nc1ccc(N2CCOCC2)cc1 | 5.0% | u | -0.8% | -9.9% | 2.1% | 0.8% | 3.4% | -0.1%
Cc1ccc(CCNC(=O)NC(C)(C)C)cc1 | -3.4% | -3.8% | -10.0% | 5.0% | -8.2% | -5.2%[46.1 µM] | 0.1% | 3.2%
Oc1cccc(/C=N/N(Cc2ccccc2)c2ccccc2)c1 | 6.7% | 12.6µM*[quencher] | 8.3% | -12.7% | -13.5% | -24.3% | -5.1% | u
Cc1ccc(N=CC2=C(O)CC(c3cccc(Cl)c3)CC2=O)cc1 (stereo unspecified) | -1.7% | -5.8% | 1.8% | -0.7% | -0.4% | -29.9% | 3.3% | -1.6%
CCOC(=O)C1CCN(C(=O)COc2ccc(N(C)S(=O)(=O)c3ccc(C)cc3)cc2)CC1 | -2.5% | -8.9% | -10.7% | 17.8µM* | -3.6% | -3.6% | -3.4% | -1.6%
Cc1sc2c3ccsc3ccc2[n+]1C | 4.1% | -21.5% | u | 4.47µM* | 6.1% | 28.5% | -0.9% | -1.2%
COc1ccc(-c2cc(COc3ccccc3)on2)cc1 | 1.2% | -19.3% | -3.2% | 5.1% | x | 1.1% | -13.3% | -1.3%

No new results follow: an excerpt of the list.
SMILES | GLA spleen mod | Tau fluor cs | GAA glycogen | ALDH1A1 block | aGlu spleen mod | NPSR antagonist | GAA inh | Epigenetic derep
CCOC(=O)C1CCN(C(=O)COc2ccc(N(C)S(=O)(=O)c3ccc(C)cc3)cc2)CC1 | -2.5% | -8.9% | -10.7% | 17.8µM* | -3.6% | -3.6% | -3.4% | -1.6%
Cc1sc2c3ccsc3ccc2[n+]1C | 4.1% | -21.5% | u | 4.47µM* | 6.1% | 28.5% | -0.9% | -1.2%
COc1ccc(-c2cc(COc3ccccc3)on2)cc1 | 1.2% | -19.3% | -3.2% | 5.1% | x | 1.1% | -13.3% | -1.3%

Back to the main list; the two compounds before the break are reprinted first.
SMILES | GLA spleen mod | Tau fluor cs | GAA glycogen | ALDH1A1 block | aGlu spleen mod | NPSR antagonist | GAA inh | Epigenetic derep
Cc1sc2c3ccsc3ccc2[n+]1C | 4.1% | -21.5% | u | 4.47µM* | 6.1% | 28.5% | -0.9% | -1.2%
COc1ccc(-c2cc(COc3ccccc3)on2)cc1 | 1.2% | -19.3% | -3.2% | 5.1% | x | 1.1% | -13.3% | -1.3%
CSc1ccccc1C(=O)Nc1cccc(C(C)O)c1 (stereo unspecified) | -10.0% | -7.7% | -8.7% | -10.3% | 0.3% | -4.9%[46.1 µM] | 1.6% | 2.0%
O=C1c2ccccc2C(=O)N1CCCc1nc(-c2ccncc2)no1 | -1.3% | -7.4% | -0.4% | -5.7% | -2.2% | -4.6%[46.1 µM] | -2.1% | -2.0%
CCN(CC)c1ccc(C=Nc2ccc(C#N)cc2)c(O)c1 | -1.9% | -3.3% | 2.1% | 35.5µM* | -11.8% | -30.2%[46.1 µM] | u | -0.4%
CCN(CC)C(=O)[C@]1(c2ccccc2)C[C@@H]1CN | 1.1%&-6.4% | 1.9% | 3.1% | x | 1.2%&-0.1% | 5.9% | -1.2%[15.4 µM] | 0.0%
O=C(Nc1ccc(Nc2ccccc2)cc1)Nc1ccccc1Cl | -3.8% | 3.98µM*[quencher] | u | -7.5% | -2.8% | u | -13.0%[15.4 µM] | -0.1%
CN1CCc2c(sc3c2C(=O)NC(c2cn(Cc4ccccc4)c4ccccc24)N3)C1 (stereo unspecified) | 19.2% | -24.9% | u | u | 4.5% | -9.6%[46.1 µM] | 5.9% | 11.1%
CCOC(=O)c1nnc(-c2ccccc2)nc1Sc1ccccc1Cl | 1.3% | u | -4.7% | -3.0% | -6.9% | -27.0%[46.1 µM] | -8.5% | 0.1%
CCCN(C(=O)CSc1nnnn1C)C1CCS(=O)(=O)C1 (stereo unspecified) | 6.7% | 11.6% | 3.2% | 1.0% | 2.4% | 9.8% | 3.8% | -4.3%
COCC(C)n1c(C)cc(C(=O)CSc2ncccn2)c1C (stereo unspecified) | -8.0% | -6.3% | u | 5.3% | -7.3% | 3.4% | 6.2% | -0.2%
COc1cccc(OCCn2ccnc2)c1 | -3.9% | 6.3% | 3.1% | 0.7% | -4.2% | 0.0%[46.1 µM] | -5.0% | 0.8%
Cc1ccc(S(=O)(=O)N2CCN(CC(=O)N/N=C/c3ccco3)CC2)cc1 | 3.4% | -2.3% | -2.2% | -4.1% | -10.8% | 7.6% | -10.3% | -3.2%
COc1ccc(CN2C(=O)/C(=C/c3ccncc3)SC2=S)cc1 | 1.0% | -24.5% | -16.8% | 10µM* | 6.1% | -16.9% | -12.5% | 4.4%
CN(C)S(=O)(=O)c1ccc(Cl)c(NC(=O)COC(=O)c2cc(-c3ccccc3)nc3ccccc23)c1 | 4.8% | -19.7% | -3.1% | u | -8.2% | 0.2% | -5.2% | -0.3%
CCCc1cc(-c2n[nH]c(=S)n2CC)cs1 | 4.5% | -14.7% | -25.0% | u | 8.7% | -4.3% | -1.2% | 0.5%
O=C1CCCc2nc(N3CCN(Cc4ccccc4)CC3)ncc21 | 2.6% | -5.7% | 4.8% | -4.0% | -7.8% | -6.4%[46.1 µM] | -1.9% | 0.0%
O=C(O)CNC(=O)/C=C/c1c(Cl)cccc1Cl | 3.6% | 4.1% | 5.3% | 11.3% | -11.9% | 12.4% | -5.2% | 1.4%
CCC(Cc1ccccc1)NC(=O)CN1C(=O)CSc2ncccc21 (stereo unspecified) | -1.8% | 3.1% | -3.7% | 1.5% | -2.7% | -1.5%[46.1 µM] | 0.1% | -0.8%
O=C(O)CC1(CC(=O)Nc2ccc(Cl)cc2C(=O)c2ccccc2)CCCC1 | 1.4% | -12.8% | 0.5% | x | -7.5% | 41.5% | x | 8.9%
CN1c2ccsc2/C(=N/NC(=O)c2c(F)cccc2F)CS1(=O)=O | -6.3% | -6.1% | -18.8% | u | -10.0% | -7.3%[46.1 µM] | -9.0% | 5.7%
COc1cc(/C=C/C(=O)O)cc(S(=O)(=O)NCCCO)c1OC | -7.6% | 3.5% | 7.5% | u | 0.3% | 4.5%[46.1 µM] | 0.9% | 5.0%
CCOC(=O)C(NC(=O)c1ccc(OC)cc1)(N1CCCC1=O)C(F)(F)F (stereo unspecified) | 5.0% | 2.0% | 0.4% | 6.1% | 4.1% | 10.0% | -10.5% | -5.6%
O=c1[nH]c(=O)n(Cc2ccco2)c2c1C(C(F)(F)F)(C(F)(F)F)N=C(CCc1ccccc1)N2 | -4.5% | -0.8% | 19.0% | -3.0% | -8.8% | u | 1.7% | -1.0%
Cc1csc2ncc(C(=O)NCCc3ccccc3)c(=O)n12 | 23.9% | -7.2% | -2.4% | u | 3.2% | -7.6%[46.1 µM] | u | 0.0%
CCSc1nnc(Cc2cc(=O)[nH]c(=O)[nH]2)n1-c1cccc(C)c1 | -4.2% | -7.4% | 1.6% | x | -3.4% | 11.4% | x | 0.0%
CCN(CC)CCn1c(SCC(=O)NCc2ccco2)nc2c(sc3ccccc32)c1=O | 10.8% | -13.5% | 4.6% | u | 0.4% | -7.8%[46.1 µM] | 11.5% | -3.2%
COc1ccccc1N1C(=O)C=C(Sc2nc(C)cc(C)n2)C1=O | 6.6% | -20.7% | -7.5% | x | -4.7% | u | x | 8.9%
CC(C)CC[n+]1ccn(-c2nc3ccccc3nc2[N-]S(=O)(=O)c2ccc(Cl)cc2)c1 | 2.1% | -2.0% | 3.4% | x | 4.3% | -19.1% | x | 2.4%
Cc1ccccc1-c1coc2cc(O)ccc2c1=O | 5.8% | -10.5% | 3.3% | u | -4.3% | -18.2%[46.1 µM] | -4.5%[15.4 µM] | -2.3%
